Sm TGR block = blocks Schistosoma mansoni thioredoxin glutathione reductase; Q962Y6; purified TGR, DTNB reduction, TNB absorbance 405 nm; Potency, µM (highest dose often 114 µM), without a hit: top-dose activity change, negative = inhibition, most hits filed as inhibitors; 360,000 compounds, 3% hits; AID 485364; note: nearly all actives have a fitted effect of over 60% in size
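TGR 20 nM + NADPH 100 uM (dispensed conc.), cpd preinc 15 min RT; start with NADPH (500 uM addition) then DTNB (15 mM addition). Kinetic TNB absorbance, 405 nm filter. Four-parameter Hill fit across titration.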
HCV inhibitor = inhibitors of hepatitis C virus infection; 340,000 compounds, 3.4% hits; Potency, µM (titrated, usually from 41.8 µM), inactives show at the top dose activity change, negative = inhibition, actives largely listed as inhibitors; Huh7.5.1 HCVcc-Cre infection, luciferase reporter, 44 h
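Whole-lifecycle infectious HCVcc-Cre system; cells 1,000/well, compound then virus (~0.5 moi) added 4 h after plating, 44 h culture. Luciferase read 15 sec following 15 min substrate incubation, room temp.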
Pf growth 96h = inhibits malaria parasite growth, 96 h; P. falciparum luciferase reporter growth, 96 h; Potency, µM (highest dose often 28.7 µM), for the others: top-dose activity change, negative = inhibition, most hits filed as inhibitors; 320,000 compounds, 6.9% hits; AID 504834
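Parasite growth measured via integrated firefly luciferase reporter in P. falciparum. Infected erythrocytes at 2% hematocrit, 0.05% parasitemia final were treated 96 hours at 37 C under 5% CO2, and luminescence was read.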
TbPYK inhibitor = inhibitors of Trypanosoma brucei pyruvate kinase; Q57TT1; 410,000 compounds, 0.12% hits; TbPYK enzyme, Kinase-Glo Plus ATP luminescence, 45 min; Potency, µM (titrated, usually from 76.8 µM), for the others: at the highest dose activity, negative = inhibition, hits mostly inhibitors; note: nearly all actives have a fitted effect of over 50% in size
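Screened from lowest to highest concentration, compounds were pinned into TbPYK/substrate mixtures, and ADP (130 uM final) was added. Plates sat at room temperature for 45 min prior to Kinase-Glo Plus detection by luminescence.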
LmPK inh = LmPK (Leishmania mexicana) enzyme inhibition; Q27686; purified LmPK, Kinase-Glo ATP luminescence, 1 h; Potency, µM (titrated, usually from 57.5 µM), inactives show at the top dose activity change, negative = inhibition, most hits filed as inhibitors; 290,000 compounds, 0.37% hits; AID 1721
Target sequence (Q27686 whole entry, looked up): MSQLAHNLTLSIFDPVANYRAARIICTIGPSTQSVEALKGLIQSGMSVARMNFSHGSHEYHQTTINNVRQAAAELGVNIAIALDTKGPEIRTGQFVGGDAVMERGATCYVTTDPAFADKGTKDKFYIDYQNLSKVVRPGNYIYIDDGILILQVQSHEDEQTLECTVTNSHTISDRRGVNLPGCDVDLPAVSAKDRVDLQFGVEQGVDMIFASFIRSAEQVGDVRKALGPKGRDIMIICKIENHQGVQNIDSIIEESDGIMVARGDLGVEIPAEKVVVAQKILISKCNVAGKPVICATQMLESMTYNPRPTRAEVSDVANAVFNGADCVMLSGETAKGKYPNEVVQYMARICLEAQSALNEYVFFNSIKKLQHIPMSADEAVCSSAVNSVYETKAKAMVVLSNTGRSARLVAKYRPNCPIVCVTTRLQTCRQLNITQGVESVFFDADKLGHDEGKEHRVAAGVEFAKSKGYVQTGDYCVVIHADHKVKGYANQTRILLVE
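In 50 mM imidazole pH 7.2 with 7 mM MgCl2, LmPK (0.1 nM) turned over PEP (0.5 mM) and ADP (0.1 mM) for 1 h at room temperature. Luciferase read-out of ATP.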
Pf growth 48h = P. falciparum growth inhibition at 48 hours (one generation); 310,000 compounds, 5.9% hits; P. falciparum luciferase growth in erythrocytes, 48 h; Potency, µM (highest dose often 28.7 µM), without a hit: at the highest dose activity change, negative = inhibition, most hits filed as inhibitors
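Compounds are pin-transferred into medium, infected erythrocytes (2% hematocrit, 0.1% parasitemia final) are added, and plates sit one parasite generation at 37 C in 5% CO2. Detection reagent is then added and luminescence measured.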
The depositor's hits bear a star; ? = inconclusive; . = no result given; & = joins results of further samples; [ ] = another dose, or the depositor's remark. Calls come from the whole dose curve; as a rule, active = well fitted curve in the direction sought with a large enough effect; inconclusive = small, poorly fitted or top-dose-only effect, or another doubt; inactive = no such curve, though single readings can be large; an effect the other way counts as inactive or inconclusive. % is set by controls: 0 for no effect and ±100 for the full control effect; potency is the fitted concentration of half-maximal effect. Outcome played no part in choosing rows. Share with any hit: about 16%.

mol	Sm TGR block	HCV inhibitor	Pf growth 96h	TbPYK inhibitor	LmPK inh	Pf growth 48h
C/C(=N\NC(=S)Nc1ccccc1C)c1cc2ccccc2o1	5%	?	7.4µM*	-1%	-1%	?
CCOC(=O)c1c(C)c(C(=O)Nc2ccccc2)c(C)n1CC	4%	-27%	4.7µM*	0%	2%	?
O=C1C(=O)N(Cc2cccnc2)C(c2cccc([N+](=O)[O-])c2)/C1=C(/O)c1ccc2c(c1)OCO2 (stereo not given)	-24%	1%	-12%	4%	-10%	-15%
O=C(C[n+]1ccccc1)Nc1cc(C(F)(F)F)ccc1Cl	-7%	-1%	31%[activator]	8%	-2%	-1%
CCCCn1c(SCC(=O)N2CCOCC2)nnc1-c1cccs1	19%	6%	65%[activator]	-10%	3%	7%
COc1cc(/C=C2\SC(=S)N(CCC(=O)Nc3ccccc3)C2=O)cc(OC)c1OC	3%	-19%	?	0%	7%	-21%
COc1ccccc1Oc1ccc(N/C=C/C(=O)c2ccc(C)o2)cc1	1%	22µM*	15%	-6%	-15%	-7%[5.75 µM]
Cc1ccc2c(C)c(C(=O)N(C)C(C)c3ccon3)oc2c1C (stereo not given)	?	-18%	-24%	-2%	7%	-10%

Exported with two lines to a compound: entries from further up
Values run as follows: Sm TGR block | HCV inhibitor | Pf growth 96h | TbPYK inhibitor | LmPK inh | Pf growth 48h
- CCOC(=O)c1c(C)c(C(=O)Nc2ccccc2)c(C)n1CC
 : 4% | -27% | 4.7µM* | 0% | 2% | ?
- Cc1ccc2c(C)c(C(=O)N(C)C(C)c3ccon3)oc2c1C (stereo not given)
 : ? | -18% | -24% | -2% | 7% | -10%

(listing goes on)
mol	Sm TGR block	HCV inhibitor	Pf growth 96h	TbPYK inhibitor	LmPK inh	Pf growth 48h
CCOc1cc(N2CCOCC2)c(OCC)cc1NC(=O)CN1C(=O)NC2(CCCCC2C)C1=O (stereo not given)	-12%	-4%	2%	-8%	.	?
O=C1[C@@H]2Cc3c([nH]c4ccccc34)C(c3cccc(Br)c3)N2C(=O)CN1C1CCN(Cc2ccccc2)CC1 (stereo not given in full)	-7%	?	?	-2%	-1%	1.5µM*
O=C(Nc1nc2c(ccc3ccccc32)s1)c1cc([N+](=O)[O-])ccc1N1CCOCC1	.	.	?	.	-1%	?
CSc1nnc(Cc2sc(-c3ccccc3)nc2-c2ccccc2)o1	0%	?	0%	0%	6%	.
O=C(CCc1nnc(Cc2cccc(C(F)(F)F)c2)o1)NCC(F)(F)F	1%[57.1 µM]	4%	?	-7%	-4%	9%
O=[N+]([O-])c1nn(-c2ccc3c(c2)OCCO3)n(O)c1=Nc1ccccc1	-6%	?	-8%	-14%	0%	?
CC(Oc1cccc(Cl)c1)C(=O)Nc1ccccc1N1CCCC1 (stereo not given)	-14%	-4%	?	3%	.	?
COc1ccc(NC(=O)Cn2nnc(-c3ccccc3F)n2)cc1Cl	-6%	-6%	4%	-3%	4%	6%
CC(C)CN1C(=O)/C(=C/c2c(N3CCc4ccccc4C3)nc3ccccn3c2=O)SC1=S	16%	.	-30%	.	-2%	?
Cc1cc(C(=O)Nc2cccc3ncccc23)no1	16%	8%	0%	-1%	-2%	18%
Cc1cccc(/C=C2\Sc3ccc(C(=O)N4CCC(C)CC4)cc3N(C)C2=O)c1	1%	?	24%	-3%	-1%	?
O=C(COC(=O)/C=C/c1ccccc1)NCCNC(=O)COC(=O)/C=C/c1ccccc1	5%	?	-12%	4%	.	37%[activator]
Cc1ccc(C)c(S(=O)(=O)N2CCN(CC(=O)Nc3ccc4c(c3)OCCO4)CC2)c1	-15%	-15%	.	.	2%	-21%
CCOC(=O)[C@H]1[C@H]2COc3ccccc3[C@@H]2N2C(=O)CNC(=O)[C@@]12C	-2%	39%[activator]	21%	1%	.	-6%
Cc1ccc(CCNC(=O)C2CCCN(C(=O)c3cc4sccc4n3C)C2)cc1 (stereo not given)	-9%	?	-2%	8.9µM*	1%	?
CC(=O)N(C1=NCCCS1)c1ccccc1Cl	6%	12%	5%	0%	9%	23%
COc1ccc(NC(=O)C2CCC(CNS(=O)(=O)c3cccs3)CC2)cc1OC (stereo not given)	3%&3%	-17%	-20%	3%&1%	-1%	?
CCOc1ccccc1NC(=O)C1CCN(S(=O)(=O)c2c(C)nn(C)c2C)CC1	-3%	5%	12%	-2%	8%	.
CC(=O)O/N=C(\N)c1cnn2c(C(F)(F)F)cc(C(F)(F)F)nc12	2%	3%	24%	-6%	-3%	-2%
COc1ccc(NC(=S)NCCc2c[nH]c3ccccc23)cc1	4%	-7%	20%	-8%	7%	-31%
CC(C)(C)C(=O)c1cn(CC(=O)O)c2ccccc12	12%	10µM*	4%	9%	-1%	-11%
CCN(CC)S(=O)(=O)c1cccc(C(=O)OC2CC(C)OC2=O)c1 (stereo not given)	4%	-7%	2%	4%	-6%	15%
Cc1ccnc(SCC(=O)c2ccc(Br)cc2)c1C#N	-25%	-4%	112%[activator]	-21%	2%	118%[activator]
CS(=O)(=O)Nc1ccc(C(=O)NCc2ccccn2)cc1	5%	-6%	29%	-9%	-1%	4%
CCC(=O)NNC(=O)Cc1c(C)n(C(=O)c2ccc(Cl)cc2)c2ccc(OC)cc12	1%	9%	-17%	-1%	1%	-27%
Cc1ccc(N(CC(=O)NC(C)c2ccccc2)S(=O)(=O)c2cccs2)cc1 (stereo not given)	-3%	4%	?	-3%	12%	.
COc1ccc(/C=N/NC(=O)CSc2n[nH]c(=O)[nH]c2=O)cc1	-4%	9%	-6%	-13%	0%	0%
COc1ccc(Cl)cc1NC(=O)N1CCN(CCc2ccccc2)CC1	0%	?	1%	4%	2%	?
Cc1ccc(Nc2nc(CSc3nnc(-c4cccnc4)n3-c3ccccc3C)cs2)cc1	-10%	32µM*	?	-11%	-4%	-21%
CCN1C(=O)C(CC(=O)Nc2ccc(F)cc2)N(Cc2cccs2)C1=S (stereo not given)	.	12%	0%	-1%	1%	10µM*
NC(=O)C1Cc2ccccc2CN1S(=O)(=O)c1cccs1 (stereo not given)	-1%	8%	2%[5.75 µM]	-8%	0%	20%
CC1=C(C(=O)OC2CCCCC2)C(c2ccccc2Br)NC(=O)N1 (stereo not given)	0%	-13%	387%[activator]	-17%	1%	-9%
O=S(=O)(Nc1nc2ccc(S(=O)(=O)N3CCCCC3)cc2s1)c1ccccc1	0%	10%	.	-3%	0%	-10%
Cc1cccc2sc(NC(=O)CSc3cn[nH]n3)nc12	-31%	-18%	37%[activator]	-5%	7%	19%
COc1ccc(-c2csc(NC(=O)CSc3nnnn3C)n2)c(OC)c1	-10%	?	-24%	-2%	.	0%
Cc1nc2sc(C(c3ccco3)N3CCOCC3)c(O)n2n1 (stereo not given)	?	0%	-9%	-19%	3%	2%
O=c1cc(CN2CCN(c3cccc(Cl)c3)CC2)c2cc(O)c(-c3ccccc3)cc2o1	-11%	21%	?	1%	6%	2.1µM*
O=C(CC1S/C(=N/N=C2CCCCCC2)NC1=O)Nc1ccccc1F (stereo not given)	-8%	8%	?	8%	-9%	-19%
Cc1nc(-c2ccc(Cl)cc2)sc1C1(C)CC(c2ccccc2F)=NO1 (stereo not given)	-14%	6%	25%	-7%	1%	26%
CC(C)(C)c1cccc(C2(O)C(=O)c3ccccc3C2=O)c1O	15%	9%	?	2%	-3%	?

Single entries from the list.
LmPK inh with Cc1cccc(/C=C2\Sc3ccc(C(=O)N4CCC(C)CC4)cc3N(C)C2=O)c1 : -1%
Sm TGR block with C/C(=N\NC(=S)Nc1ccccc1C)c1cc2ccccc2o1 : 5%
LmPK inh with Cc1ccc(Nc2nc(CSc3nnc(-c4cccnc4)n3-c3ccccc3C)cs2)cc1 : -4%
Pf growth 48h with CC(C)(C)C(=O)c1cn(CC(=O)O)c2ccccc12 : -11%

Remaining list, next part
mol	Sm TGR block	HCV inhibitor	Pf growth 96h	TbPYK inhibitor	LmPK inh	Pf growth 48h
CCCCOP(=O)(c1ccc(N(C)C)cc1)C(O)c1cccnc1 (stereo not given)	5%	-2%	37%[activator]	.	-1%	2%
CSc1ccc(C2C(C#N)=C(N)Oc3cc4c(cc32)OCO4)cc1 (stereo not given)	-2%	-21%	-12%	-1%	3%	-29%
CC(Nc1cccc([N+](=O)[O-])c1)C(=O)Nc1ccc(S(=O)(=O)N2CCCC2)cc1 (stereo not given)	-1%	-4%	?	0%	.	?
C[C@H]1CN=C(N(C)C)N1CCc1ccccc1	-6%	7%	0%	5%	.	2%
Cc1ccc(NC(=O)C2CCN(C(=O)c3ccco3)CC2)cc1C	-2%	8%	?	-1%	-2%	17%
COc1ccc(C2=NN(C(=O)CN3CCCCC3)C(c3ccc(C)cc3)C2)cc1 (stereo not given)	-4%	0%	2%	2%	0%	?
COCCCNC(=O)c1ccc(S(=O)(=O)c2ccc(Cl)cc2)c(NC(C)=O)c1	9%	3%	-8%	4%	-5%	-1%[0.00184 µM]
COC(=O)c1ccc(Cl)c(NC(=O)CN2CCN(C)CC2)c1	26%	2%	.	5%	-5%	0%
O=C(NCc1ccco1)c1ccc(-c2ccc(Cl)cc2)o1	-9%	?	-14%	5%	-1%	7%
NS(=O)(=O)c1ccc(CCNC(=O)c2ccccc2[N+](=O)[O-])cc1	5%	-6%	55%[activator]	6%	1%	4%
NC(=O)NC(=O)COC(=O)c1ccccc1Oc1ccccc1	-5%	14%	10%	-2%	-1%	4%
CCCCC(c1nnnn1CCOC)N1CCN(c2cccc(OC)c2)CC1 (stereo not given)	-22%	-9%	.	-2%	4%	2%
CCn1c(SCC(=O)NCc2cccs2)nc2c1c(=O)n(C)c(=O)n2C	3%	-14%	?	3%	-2%	26%
Cc1ccc(C)c(N2CC(C(=O)O)CC2=O)c1 (stereo not given)	-5%	1%	-23%	4%	-6%	5%
O=C(O)C(Cc1ccccc1)NC(=O)C(c1ccccc1)c1ccccc1 (stereo not given)	-3%	11%	13%	-5%	6%	26%
O=C(Nc1ccc(F)cc1)C1CCCCC1	6%	3%	-17%[5.75 µM]	-3%	7%	3%

Fetched one by one from above (two):
mol	Sm TGR block	HCV inhibitor	Pf growth 96h	TbPYK inhibitor	LmPK inh	Pf growth 48h
O=C(Nc1ccc(F)cc1)C1CCCCC1	6%	3%	-17%[5.75 µM]	-3%	7%	3%
CCCCC(c1nnnn1CCOC)N1CCN(c2cccc(OC)c2)CC1 (stereo not given)	-22%	-9%	.	-2%	4%	2%

Next compounds.
mol	Sm TGR block	HCV inhibitor	Pf growth 96h	TbPYK inhibitor	LmPK inh	Pf growth 48h
Cn1cc(C(=O)c2cccc(Cl)c2Cl)cc1C#N	4%	-15%	-3%	1%	2%	-10%
CCc1ccc(S(=O)(=O)Nc2ccc(N3CCN(C)CC3)cc2)cc1	1%	-22%	28%	-5%	3%	?
CCCOc1ccc(C(=O)N/N=C/c2ccc(-c3ccc(S(=O)(=O)Nc4ncccn4)cc3)o2)cc1	-21%	-4%	?	2%	6%	.
O=C1CCC(CCC(=O)N2CCCC(C(=O)c3ccc4c5c(cccc35)CC4)C2)=NN1 (stereo not given)	-1%	11%	?	4%	-1%	-18%
CCOC(=O)c1ccc(NC(=O)CSc2nc(C)cc(=O)[nH]2)cc1	-20%	13%	52%[activator]	1%	14%	2%
N#Cc1ccc(C(=O)N(Cc2ccco2)c2c(N)n(Cc3ccccc3)c(=O)[nH]c2=O)cc1	-28%	4%	?	2%	.	2%
COC(=O)c1cc(OC)c(OC)cc1NC(=O)Nc1cccc(C(C)=O)c1	.	14%	-29%	2%	-2%	18%

Source: PubChem (National Center for Advancing Translational Sciences (NCATS))
